CHT block = inhibits the human high affinity choline transporter | Q9GZV3 | CHT-expressing cells, membrane potential dye, choline response; active compounds read low | B-score at 10 µM | hit rate 0.86% among 310,000;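 active = B-score over 3 SD under the library average, and starting fluorescence ratio not unusually high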;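 note: choline stimulus applied at its EC90 after an EC20 pre-addition; B-score computed on integrated fluorescence ratio after choline addition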
Target sequence (Q9GZV3 whole entry, looked up): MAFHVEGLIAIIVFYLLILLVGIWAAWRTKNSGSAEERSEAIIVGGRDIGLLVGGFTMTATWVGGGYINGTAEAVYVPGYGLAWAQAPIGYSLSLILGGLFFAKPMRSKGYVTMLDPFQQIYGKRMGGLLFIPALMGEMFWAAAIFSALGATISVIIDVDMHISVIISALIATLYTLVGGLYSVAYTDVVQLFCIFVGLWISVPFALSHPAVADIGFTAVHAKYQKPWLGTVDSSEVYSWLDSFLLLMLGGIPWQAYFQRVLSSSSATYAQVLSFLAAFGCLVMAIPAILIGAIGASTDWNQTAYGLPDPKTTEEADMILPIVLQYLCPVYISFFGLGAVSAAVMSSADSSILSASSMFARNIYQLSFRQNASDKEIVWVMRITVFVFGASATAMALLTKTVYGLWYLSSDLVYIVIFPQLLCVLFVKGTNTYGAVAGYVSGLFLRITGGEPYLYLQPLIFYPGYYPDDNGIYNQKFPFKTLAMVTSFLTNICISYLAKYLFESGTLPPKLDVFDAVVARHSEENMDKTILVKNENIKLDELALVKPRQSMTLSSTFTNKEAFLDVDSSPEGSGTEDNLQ
Kir21 block = inhibitors of mouse Kir2.1 inward-rectifier potassium channel; HEK293-Kir2.1, FluxOR thallium flux fluorescence; active compounds read low; B-score at 10 µM; AID 1672; hit rate 0.85% among 310,000;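 active = fluorescence ratio B-score at or below minus 3 SD of library scores, with starting-brightness B-score within 2 SD, cut at about -4.2 in these data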;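 note: channel flux triggered by added potassium and thallium sulfate stimulus; B-score of peak minus minimum fluorescence over baseline after thallium stimulus; more negative B-score means stronger Kir2.1 block with less thallium influx; some compounds called inactive have numbers as strong as hits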
Target sequence (P35561 whole entry, looked up): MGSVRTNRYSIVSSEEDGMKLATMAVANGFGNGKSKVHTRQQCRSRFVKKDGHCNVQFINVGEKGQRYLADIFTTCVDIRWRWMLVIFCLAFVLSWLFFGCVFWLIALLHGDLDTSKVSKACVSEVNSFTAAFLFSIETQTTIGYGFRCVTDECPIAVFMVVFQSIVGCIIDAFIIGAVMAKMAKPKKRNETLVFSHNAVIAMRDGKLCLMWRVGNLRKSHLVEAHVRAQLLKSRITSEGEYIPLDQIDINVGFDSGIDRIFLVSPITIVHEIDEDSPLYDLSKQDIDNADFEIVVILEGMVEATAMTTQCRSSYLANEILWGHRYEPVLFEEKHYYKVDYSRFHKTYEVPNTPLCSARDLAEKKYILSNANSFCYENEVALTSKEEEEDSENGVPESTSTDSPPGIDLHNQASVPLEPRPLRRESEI
Active calls of the source: *; i = inactive.

Values run as follows: CHT block, Kir21 block
1: Cc1c(Cl)ccc2c(C(=O)NC(C)c3ccncc3)cc(-c3ccncc3)nc12 (stereo not given)
    i, -0.12
2: O=C(NCc1ccc(F)cc1)C1CCN(S(=O)(=O)c2cccc3nonc23)CC1
    i, -0.12
3: CN(CC(=O)Nc1ccccc1C(F)(F)F)C(=O)c1cccc(-n2cccc2)c1
    i, 0.52
4: Cc1ccccc1OCCn1c(=S)[nH]c2c(N)ncnc21
    i, 0.74
5: CCCOc1ccc(C(=O)Nc2ccc(NC(=O)c3cccs3)cc2)cc1
    i, 0.01
6: CCc1noc(C)c1C(=O)N1CCN(S(=O)(=O)c2ccc(Cl)s2)CC1
    i, -0.17
7: O=[N+]([O-])c1cc(S(=O)(=O)N2CCCC2)ccc1O
    i, 0.11
8: Cn1cc(/C=C(\NC(=O)c2ccccc2)C(=O)N2CCOCC2)c2ccccc21
    i, -0.64
9: CCOC(=O)Oc1ccc2c(=O)c(Oc3cc(C)cc(C)c3)coc2c1
    i, -1.7
10: CCC(=NCCc1ccc(OC)c(OC)c1)c1ccccc1O
    i, 1.4
11: NC(=O)C1(N2CCCCC2)CCN(C(=O)c2ccc(C#CC3(O)CCCCC3)cc2)CC1
    i, 1.4
12: CC(C)(C)NC(=O)NC(=O)COC(=O)COc1ccc2c(c1)CCC2
    i, -0.03
13: COc1ccc(COc2ccc(S(=O)(=O)N3CCCC3)cc2C(N)=O)cc1F
    i, 0.03
14: O=C(CCc1[nH]c2ccccc2c1Sc1ccccc1)NCCO
    i, -0.8
15: CN1CCc2c(sc3c2C(=O)NC(c2ccccc2)N3)C1 (stereo not given)
    i, -0.44
16: COc1cc(CNCCO)cc(Br)c1OCc1cccs1
    i, -2.6
17: CC1(C)CC(=O)N(CC(=O)O)c2ccccc2S1
    i, 0.58
18: COc1cc(N2C(=O)CSC2=S)cc(OC)c1OC
    i, -0.78
19: COc1ccc(/C=C2\CCOC2=O)cc1
    i, -0.07
20: CN(CCO)C(=O)CCC(=O)Nc1ccc(S(N)(=O)=O)cc1
    i, -0.67
21: COCCn1cnnc1SCC(=O)Nc1ccc(Br)cc1F
    i, -0.48
22: O=C(O)CC(NS(=O)(=O)c1ccc(Br)cc1)c1ccco1 (stereo not given)
    i, -0.51
23: O=C(NCCN1C(=O)S/C(=C\c2ccc(Cl)c([N+](=O)[O-])c2)C1=O)C1=COCCO1
    i, -2.4
24: COc1cc(/C=N/NC(=O)C2COc3ccccc3O2)ccc1O (stereo not given)
    i, 0.15
25: N#CCCN(C(=O)COC(=O)CCN=C1NS(=O)(=O)c2ccccc21)c1ccc(F)cc1
    i, -0.09
26: COCCN(CCOC)S(=O)(=O)c1ccc(Cl)nc1
    i, -1
27: Nc1c(Br)cc2oc(-c3ccccc3)nc2c1Br
    i, 0.26
28: N#Cc1cnn2c(C(F)(F)F)c3c(nc12)CCCC3
    i, 0.29
29: CCOC(=O)c1cc(-c2ccco2)nn1-c1ccc(C)cc1
    i, 0.84
30: Cc1ccnc(NC(=O)c2ccc(Cl)c(S(=O)(=O)N3CCCC3)c2)c1
    i, -0.73

Excerpt, nos. 1 to 2
Values run as follows: CHT block, Kir21 block
1: Cc1c(Cl)ccc2c(C(=O)NC(C)c3ccncc3)cc(-c3ccncc3)nc12 (stereo not given)
    i, -0.12
2: O=C(NCc1ccc(F)cc1)C1CCN(S(=O)(=O)c2cccc3nonc23)CC1
    i, -0.12

Next compounds:
Values run as follows: CHT block, Kir21 block
31: CCCCCN(C(=O)CCC(=O)OCCOc1ccc(OC)cc1)c1c(N)n(CCCC)c(=O)[nH]c1=O
    i, 0.11
32: CCC(NC(=O)c1ccc([N+](=O)[O-])cc1[N+](=O)[O-])c1ccccc1 (stereo not given)
    i, -0.03
33: Cc1ccc(S(=O)(=O)Cn2nnnc2C(C(C)C)N2CCSCC2)cc1 (stereo not given)
    i, -0.7
34: CC1CCCC(NC(=O)c2ccc(COc3ccccc3)o2)C1C (stereo not given)
    i, -2.2
35: Oc1ccc2ccccc2c1N=Nc1ccc(F)cc1
    i, 0.02
36: O=C(O)/C=C\C(=O)Nc1ccc(OC(F)F)cc1
    i, -0.07
37: CC1=C(C(=O)Nc2ccccc2)C(c2ccc(Cl)cc2)n2c(s/c(=C/c3cccc(OCC(=O)O)c3)c2=O)=N1 (stereo not given)
    i, 1.5
38: CCc1sc(-c2c(C#N)c(N)nc3c2CCCCCC3)cc1[N+](=O)[O-]
    i, -0.03
39: O=C(CCl)c1cc2c3c(c1)CC(=O)N3CCC2
    i, -1.1
40: CC(C)Cn1c(N)c(C(=O)COC(=O)CC23CC4CC(CC(C4)C2)C3)c(=O)n(C)c1=O
    i, 0
41: Cc1ccc(S(=O)(=O)NC(=O)Nc2nnc(C3CC3)s2)cc1
    i, 1.2
42: CC1=Nc2cc(C(=O)NCCCOC(C)C)ccc2Sc2ccccc21
    i, 1.5
43: CNC(=S)NNC(=O)c1cccn(Cc2ccccc2)c1=O
    i, 1.3
44: Fc1nc(F)c(F)c(NCCCNc2c(F)c(F)nc(F)c2F)c1F
    i, 0.61
45: O=C(Nc1c(-c2cccs2)nc2ccccn12)c1ccc2ccccc2c1
    i, 0.36
46: CCOC(=O)/C(C#N)=C/c1cc2ccccc2nc1N1CCCCC1
    i, -0.01
47: CCOc1cc(/C=N/NC(=O)c2cc(C)n(-c3ccc(F)cc3)c2C)ccc1O
    i, -1.1
48: CC1CCN(Cc2c(C(=O)N/N=C/c3ccccc3O)nnn2-c2nonc2N)CC1
    i, 0.41
49: Cc1cc(NC(=O)c2cccc(S(=O)(=O)N3CCCC3)c2)no1
    i, 0
50: Cc1ncc(S(=O)(=O)c2ccc(Cl)cc2)c(N)n1
    i, 0.98
51: CCN(CC)C(=O)C1CCCN(C(=O)Nc2ccc(NC(=O)N3CCCC(C(=O)N(CC)CC)C3)cc2)C1 (stereo not given)
    i, -0.57
52: CCOc1cc(Br)c(C=O)cc1OCC
    i, -0.89
53: Oc1ccc(Cl)cc1C=NCCc1ccccc1
    i, 1.6
54: O=C(CSc1ncnc2c1oc1ccccc12)NCc1ccco1
    i, -0.15
55: COC1CCCCC1Nc1ccc(C)c(C)c1 (stereo not given)
    i, -0.05
56: O=C(O)c1cccc(S(=O)(=O)Nc2ccccc2Cc2ccccc2)c1
    i, 0.1
57: O=C(O)c1cccc(NC(=O)c2cn(-c3ccccc3)nc2-c2cc3ccccc3o2)c1
    i, 0.33
58: CCOC(=O)C1=C(N)OC(C)=C(C#N)C1c1ccco1 (stereo not given)
    i, -0.78
59: O=C(CCc1nc2ccccc2c(=O)[nH]1)NNC(=O)c1cccc(Cl)c1
    i, 3.5
60: Cc1c(OCC(=O)NCCCN2CCCC2=O)ccc2c3c(c(=O)oc12)CCC3
    i, -0.01
61: COc1ccc(/C=N/NC(=O)C2C(C=C(Cl)Cl)C2(C)C)c(OC)c1 (stereo not given)
    i, -0.68
62: O=C(Cc1cn2ccsc2n1)OCc1ccccc1
    i, 0.49
63: O=C(COc1ccccc1)NC1CCS(=O)(=O)C1 (stereo not given)
    i, -1.9
64: CCOC(=O)C1=NOC(C(=O)NN(C)c2ncc(C(F)(F)F)cc2Cl)C1 (stereo not given)
    i, -1.2
65: Cc1ccc(S(=O)(=O)NNC(=O)CCCCC(=O)NNS(=O)(=O)c2ccc(C)cc2)cc1
    i, 0
66: COCCCN1CN(S(=O)(=O)c2ccc(C)cc2C)c2nc3ccccc3nc21
    i, -1.4
67: Cn1c(N)c(C(=O)COC(=O)CN2C(=O)c3ccccc3C2=O)c(=O)n(C)c1=O
    i, 0.99
68: COc1ccc(-c2cc(C(=O)O)c3c(C)nn(-c4ccccn4)c3n2)cc1
    i, -1.9
69: O=C(N/N=C/c1ccoc1)c1ccc(Cl)cc1Cl
    i, 0.65
70: O=C(N1CCOCC1)N1CCN(C(c2ccccc2)c2ccccc2)CC1
    i, 0.01
71: COc1cc(/C=C2/C(=O)NN(c3cccc(C)c3)C2=O)ccc1OC(=O)c1ccco1
    i, -6.1*
72: Cc1ccc(/C=N/NC(=O)CN2CCN(S(=O)(=O)c3ccc(Br)cc3)CC2)s1
    i, -0.07
73: O=C(CSc1nncn1-c1ccccc1)c1c[nH]c2ccccc12
    i, 0.91
74: CCCCN(CC)CCNC(=O)c1cn(C)c(=O)c2c1c1ccccc1n2C
    i, 0
75: O=C(NCc1cccnc1)C(C(=O)c1ccc(F)cc1)n1ccccc1=O (stereo not given)
    i, -0.9
76: CN1c2ccccc2C(C)(C)C12CCCC(=O)N2 (stereo not given)
    i, -0.99
77: CC(OC(=O)c1snc(C(=O)NC2CCCCC2)c1N)C(=O)NC(C)(C)C (stereo not given)
    i, -1.5
78: COC(=O)CSc1cc([N+](=O)[O-])ccc1NC(=O)OC
    i, -1.7
79: COCCCN1C(=O)C(=O)/C(=C(/O)c2ccccc2)C1c1ccc(N(C)C)cc1 (stereo not given)
    i, -0.03
80: Cn1c(=O)n(Cc2ccccc2Cl)c2ccccc21
    i, 1.5
81: Cc1cc(C(=O)Nn2c(-c3ccncc3)nc3ccccc3c2=O)ccc1[N+](=O)[O-]
    i, 0.71
82: Cc1ccc(C(=O)NCCN2CCOCC2)cc1C
    i, -1.1
83: CSc1cc(/C=N/O)c(SC)s1
    i, -3.5
84: Cc1cc(C)cc(NC(=O)CCC(=O)Nc2nnc(C(C)C)s2)c1
    i, -0.29
85: Cc1cccc(N(C)C(=O)CCS(=O)(=O)c2cccc3nonc23)c1
    i, -3.4
86: Fc1ccc(Nc2ccnc(Nc3ccc(F)cc3)n2)cc1
    i, 0.34
87: CCCn1c(NC(=O)C2CCN(C(=O)c3ccccc3C)CC2)nc2ccccc21
    i, -0.19
88: CC1(C)Cc2ccccc2/C(=C/C(=O)N2CCCCCC2)N1
    i, -0.66
89: O=c1ccc(-c2nc3ccccc3n2Cc2ccccc2Cl)c[nH]1
    i, 0.84
90: CCCCCN1CC(=O)N2Cc3[nH]c4ccccc4c3C[C@H]2C1=O
    i, 1.6

Brought forward from above: 5 compounds, then new ones.
Values run as follows: CHT block, Kir21 block
86: Fc1ccc(Nc2ccnc(Nc3ccc(F)cc3)n2)cc1
    i, 0.34
87: CCCn1c(NC(=O)C2CCN(C(=O)c3ccccc3C)CC2)nc2ccccc21
    i, -0.19
88: CC1(C)Cc2ccccc2/C(=C/C(=O)N2CCCCCC2)N1
    i, -0.66
89: O=c1ccc(-c2nc3ccccc3n2Cc2ccccc2Cl)c[nH]1
    i, 0.84
90: CCCCCN1CC(=O)N2Cc3[nH]c4ccccc4c3C[C@H]2C1=O
    i, 1.6
91: NC(=O)NCc1ccccc1
    i, 1.5
92: COc1ccc(C(=O)OC(C(=O)c2ccc(C)cc2)c2ccccc2)cc1 (stereo not given)
    i, -0.92
93: CSCCC(NC(=O)c1ccccc1Cl)C(=O)NCC(c1ccco1)N1CCCCC1 (stereo not given)
    i, -0.52
94: COc1ccc(-c2csc3ncnc(NCCCO)c23)cc1
    -5.8*, 0.68
95: CCOC(=O)N1CCN(S(=O)(=O)N2CCCC(C(=O)NCc3ccc(OC)cc3)C2)CC1 (stereo not given)
    i, -0.02
96: C=CCSc1ncc(CO)n1Cc1ccccc1
    i, -0.81
97: COc1ccccc1NC(=O)C(C)OC(=O)CCSc1ccc(F)cc1 (stereo not given)
    i, -0.43
98: CN(C)/C=C(\C#N)C(=O)N/N=C(\CC(=O)C(F)(F)F)c1ccco1
    i, 0.05
99: O=C(O)c1ccc(Cl)cc1Nc1nc2cc(Cl)ccc2o1
    i, 0.75
100: CCC(NC(=O)CCc1c(C)c2cc3c4c(oc3cc2oc1=O)CCCC4)C(=O)O (stereo not given)
    i, 2.2
101: O=C(Nc1ccc(C(F)(F)F)cc1)c1cnc(N2CCN(c3ccccn3)CC2)c2ccccc12
    i, -0.33
102: COC(=O)c1cnc[nH]1
    i, -1.1
103: CCOCCCNC(=S)N1CCC(NC(=O)C2CCCCC2)CC1
    i, 0.2
104: COc1ccc(NC(C)=O)cc1S(=O)(=O)Nc1ccccc1C(=O)N1CCCC1
    i, -0.73
105: CC(Oc1ccc(Cl)cc1Cl)c1nc(-c2ccc(NC(=O)c3cccnc3)cc2)no1 (stereo not given)
    i, 0.24
106: O=C(c1ccc(CN2CCOCC2)cc1)N1CCC(Cc2ccccc2)CC1
    i, -0.5
107: Cc1cccc(C(=O)N2CCC(c3nc4ccccc4s3)CC2)c1
    i, 0.57
108: Nc1nc(Nc2ccc(Cl)cc2)c(NC=O)c(=O)[nH]1
    i, 0.39
109: Nc1cc(N)nc(SCC(=O)NNC(=O)c2ccc(Cl)cc2)n1
    i, 1.3
110: CCNC(=O)NC(=O)COC(=O)CCCc1nc2ccccc2s1
    i, 0.03
111: CC(=O)c1ccc(NC(=O)c2ccn[nH]2)cc1
    i, 0.07
112: c1csc(-c2nnc(COc3ncnc4sccc34)o2)c1
    i, 1.7
113: CSc1ncccc1C(=O)OCC(=O)c1ccccc1Br
    i, -1.5
114: CC(=O)OCC(=O)[C@@]1(O)CC[C@H]2[C@@H]3CCC4=CC(=O)CC[C@]4(C)[C@H]3[C@@H](O)C[C@@]21C
    i, 0.83
115: COCCCNC(=O)CN1C(=O)CSc2ncccc21
    i, 2.4
116: CCOC(=O)N1CCN(S(=O)(=O)c2ccc(C)cc2)C1c1ccc(OC)cc1 (stereo not given)
    i, 0.16
117: CCc1ccc(C2C3=C(CC(C)(C)CC3=O)Nc3c2c(=O)[nH]c2nc(C)nn32)cc1 (stereo not given)
    i, -0.39
118: CCn1nc(NC(=O)c2ccncc2)c2cc3ccccc3nc21
    i, -0.86
119: CC(C)CNC(=O)c1cccc(NC(=O)C2CCCO2)c1 (stereo not given)
    i, -0.07
120: CCOc1ccc(C)cc1S(=O)(=O)NC1CCCCCC1
    i, -3.1
121: COc1ccccc1NC(=O)CN1CCN(CC(=O)Nc2ccc(C)c(F)c2)CC1
    i, -0.71
122: O=C1CCCC(=O)N1c1ccc(N2CCN(c3ccccc3)CC2)c([N+](=O)[O-])c1
    i, -1.1
123: COc1ccc(C(C(=O)NC2CCCCC2)N(C(=O)c2ccco2)c2ccccc2C(C)=O)cc1OC (stereo not given)
    -5.1*, -1.1

Source: PubChem
